Bioassay records from PubChem BioAssay.
phage Ecoli inh: E. coli growth loss with phage present | inhibition, % at 11.9 µM | growth absorbance | AID 651602 | hit rate 0.26% among 360,000; in the data active = inhibition above about 11%
DAGLB inh: blocks human DAGLB lipase activity; HEK293T DAGLB membrane lysate, EnzChek fluorogenic substrate; inhibition, % at 5.17 µM; Q8NCG7; hit rate 0.059% among 340,000; in the data active = inhibition above about 34%;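 also: 0% = enzyme with vehicle and 100% = wells lacking enzyme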
Target sequence (Q8NCG7 whole entry, looked up): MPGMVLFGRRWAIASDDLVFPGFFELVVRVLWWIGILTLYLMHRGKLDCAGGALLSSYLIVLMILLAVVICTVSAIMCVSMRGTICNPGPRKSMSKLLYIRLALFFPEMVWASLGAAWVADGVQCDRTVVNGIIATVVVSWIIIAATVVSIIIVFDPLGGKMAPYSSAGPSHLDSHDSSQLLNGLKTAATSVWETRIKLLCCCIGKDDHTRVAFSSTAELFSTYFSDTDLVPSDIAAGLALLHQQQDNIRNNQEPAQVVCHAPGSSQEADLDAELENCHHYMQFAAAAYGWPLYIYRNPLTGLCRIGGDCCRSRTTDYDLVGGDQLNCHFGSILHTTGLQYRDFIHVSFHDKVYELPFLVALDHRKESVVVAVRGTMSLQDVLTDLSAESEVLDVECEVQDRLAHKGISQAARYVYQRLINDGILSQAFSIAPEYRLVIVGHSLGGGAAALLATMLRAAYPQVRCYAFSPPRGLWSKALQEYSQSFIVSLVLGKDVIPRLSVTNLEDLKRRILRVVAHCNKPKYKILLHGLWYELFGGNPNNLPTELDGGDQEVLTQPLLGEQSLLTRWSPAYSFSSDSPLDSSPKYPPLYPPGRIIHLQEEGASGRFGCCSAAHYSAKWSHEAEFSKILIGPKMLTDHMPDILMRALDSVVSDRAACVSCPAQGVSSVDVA
PKA-R1A activ: activates the PKA-R1A holoenzyme complex; P00514+P68181; PKA-R1A dissociation, Cy5-IP20 fluorescence polarization; scaled: DMSO 0%, 113 µM cGMP 100%; activation, % at 11.4 µM; hit rate 0.083% among 340,000;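 active = percent activation above the mean of all tested compounds plus 3 SD, cut at about 19% in these data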;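 also: higher means more PKAc released from R1A so a rise in polarization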
PKA-R2B activ: activates the human PKA-R2B holoenzyme complex; P22694+P31323; PKA-R2B holoenzyme dissociation, Cy5-IP20 fluorescence polarization; R2B truncated from residue 108, S112A mutant; 0% DMSO only, 100% 113 µM cGMP; activation, % at 11.4 µM; hit rate 0.079% among 340,000; AID 504700;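 active = activation above a cutoff set at the mean over all compounds plus 3 SD, cut at about 18% in these data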;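 also: higher means more holoenzyme dissociation and a rise in polarization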
Target sequence (P31323 whole entry, looked up, other chains not shown, the tested form may be a part): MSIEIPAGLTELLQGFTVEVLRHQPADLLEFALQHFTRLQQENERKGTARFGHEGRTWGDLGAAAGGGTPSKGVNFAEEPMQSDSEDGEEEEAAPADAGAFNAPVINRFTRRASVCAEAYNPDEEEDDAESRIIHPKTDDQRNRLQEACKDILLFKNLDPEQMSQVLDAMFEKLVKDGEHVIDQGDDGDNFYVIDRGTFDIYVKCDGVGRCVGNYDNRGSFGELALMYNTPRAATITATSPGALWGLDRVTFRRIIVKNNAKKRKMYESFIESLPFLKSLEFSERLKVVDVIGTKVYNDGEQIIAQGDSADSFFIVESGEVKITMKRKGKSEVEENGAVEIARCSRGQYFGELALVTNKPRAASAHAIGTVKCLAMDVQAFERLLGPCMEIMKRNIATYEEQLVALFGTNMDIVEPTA
Active calls of the source: *. Not all compounds are listed; count on the stated rates, not on these rows.

no.	DAGLB inh	phage Ecoli inh	PKA-R2B activ	PKA-R1A activ	SMILES
1	2	1.1	-11	-1	CN(Cc1ccco1)C(=O)c1cccc(S(=O)(=O)N2CCN(Cc3ccccc3)CC2)c1
2	-2	2.4	-3	6	Cc1c(C)c2cc(Cl)c(OCC(=O)Nc3ccccn3)cc2oc1=O
3	-4	0.3	1	10	Cc1ccc([C@H]2C[C@@H](O)[C@H](n3cc(-c4ccc(F)cc4)nn3)CN2C(=O)c2cccs2)cc1
4	0	2.8	2	2	O=C(C[C@@H]1C[C@H]2c3cc(NC(=O)c4cccnc4)ccc3O[C@H]2[C@H](CO)O1)NCc1ccc(Oc2ccccc2)cc1
5	-1	2.0	-7	-3	Cc1cccc(-c2ccc3[nH]c4c(c3c2)CCN2C[C@@H]([C@H](C)O)[C@@H](N(C)C(=O)Nc3ccc(F)cc3)C[C@@H]42)c1
6	-1	4.7	6	-5	COc1cccc(S(=O)(=O)Nc2ccc3c(c2)[C@@H]2C[C@H](CC(=O)NCCc4ccccc4)O[C@H](CO)[C@@H]2O3)c1
7	-6	0.2	-4	11	CC(=O)c1ccc(OCc2cc(C(=O)N(C)CC3COc4ccccc4O3)no2)cc1 (centres undefined)
8	1	-0.5	1	3	Cc1ccccc1SCC(=O)NCC1(N2CCCCC2)CCCCC1
9	-1	2.3	0	4	COc1cccc(/C=C/C(=O)OCC(=O)c2ccc(Br)cc2)c1
10	-13	5.8	3	-13	CC1CCC(C(O)(C(=O)c2ccccc2)c2ccccc2)C(=O)C1 (centres undefined)
11	-1	3.8	16	5	O=C(COC(=O)/C=C/c1cccc(F)c1)NC1CCCCC1
12	0	3.1	-4	-1	C[C@@H]1CN([C@@H](C)CO)S(=O)(=O)c2ccc(Br)cc2O[C@H]1CN(C)C(=O)Nc1ccc2c(c1)OCO2
13	1	-0.9	-8	-14	Cc1ccc(S(=O)(=O)N2CC3(O)CN(C(=O)OC(C)C)N(C(=O)OC(C)C)CC3(OC(=O)Nc3cccs3)C2)cc1 (centres undefined)
14	3	0.9	-4	-5	COc1ccc(NC(=O)COc2ccccc2C(N)=O)cc1S(=O)(=O)N1CCCCC1
15	1	1.4	2	13	COc1cc(N(C(C)=O)c2ccc(O)cc2)c2ncccc2c1
16	8	2.5	0	3	O=C(Nc1cccc(C(=O)O)c1)/C(=C\c1cccc([N+](=O)[O-])c1)NC(=O)c1ccc(Br)cc1
17	-1	0.9	-7	2	O=C(c1ccc(CS(=O)c2ccc(Br)cc2)o1)N1CCN(C2CCCCC2)CC1 (centres undefined)
18	-2	1.8	-3	4	Cc1cc(C)cc(C(=O)NCC(=O)OCC(=O)N2CCCC2)c1
19	2	1.6	-2	7	CCN1CCN(c2nc3c(c(=O)[nH]c(=O)n3C)n2Cc2cccc(C)c2)CC1
20	-2	3.2	1	3	O=C(CCn1cccn1)N1CCCC(Nc2ccc(F)c(F)c2)C1 (centres undefined)
21	0	1.9	-6	7	CN1C(=O)CCS(=O)(=O)C1c1ccc(Cl)c(Cl)c1 (centres undefined)
22	0	-0.2	-2	-9	Cc1nc(C(=O)N2CCCC(N3CCN(c4ccc(F)cc4)CC3)C2)cs1 (centres undefined)
23	-3	7.1	-3	2	CCN(CC(=O)Nc1c(F)cccc1F)C(=O)c1ccc(OC)c(S(=O)(=O)NC2CCCC2)c1
24	0	3.0	-13	0	O=C(/C=C/c1cccc([N+](=O)[O-])c1)OCC(=O)N1CCCCC1
25	-1	1.6	-5	2	COCOCCn1cc(CN2CCS(=O)(=O)N(Cc3ccc(-c4ccc(C)cc4)cc3)C(C(C)C)C2=O)nn1 (centres undefined)
26	-2	1.2	-7	2	CSc1ncnc2c1ncn2CCCNCCCN1CCCC1=O
27	-3	1.2	0	3	O=C(COC(=O)C1CCC1)Nc1cc(S(=O)(=O)N2CCOCC2)ccc1Cl
28	-2	3.6	-3	-3	C[C@H]1CNC(=O)c2c(C(=O)Nc3ccc(CNC(=O)OC(C)(C)C)cc3)ncn21
29	1	-4.5	-7	1	CN1CCn2cnc(C(=O)Nc3ccc(CNC(=O)OC(C)(C)C)cc3)c2C1=O
30	2	3.8	-1	3	O=C(N/C=C/n1cnc2cc(C(F)(F)F)ccc21)c1ccc(F)cc1
31	2	4.7	0	-10	Cc1noc(C)c1C(=O)OCC(=O)Nc1cccc(F)c1
32	1	5.1	-2	-1	C[C@@H]1CN([C@@H](C)CO)C(=O)c2cc(Br)cnc2O[C@H]1CN(C)C(=O)c1ccc2c(c1)OCO2
33	0	1.2	-9	-12	O=C1[C@H]2[C@@H](c3ccc(C(F)(F)F)cc3)N[C@]3(CCCN(Cc4ccccc4)C3=O)[C@H]2C(=O)N1Cc1ccccc1
34	-2	1.0	-11	-2	NC(=O)c1ccc(NC(=O)COC(=O)c2ccccc2SCC(=O)N2CCCC2)cc1
35	-4	2.2	-8	3	COCCN(C(=O)COC(=O)Cc1ccc(Cl)cc1)c1c(N)n(Cc2ccccc2)c(=O)[nH]c1=O
36	-2	2.5	-2	-4	CCCCN(C(=O)COC(=O)C1(c2ccccc2)CC1)c1c(N)n(CCC)c(=O)[nH]c1=O
37	2	1.9	4	-4	O=C(NCC1CCCO1)c1ccc2c(c1)N(Cc1ccc(Cl)cc1)CCS2 (centres undefined)
38	-2	-0.9	5	9	CCOC(=O)c1c(C)nc(C)c(C(=O)OCC)c1-c1cccc([N+](=O)[O-])c1
39	-1	2.4	-1	4	CN(Cc1ccccc1)C(=O)c1[nH]cnc1C(=O)Nc1ccccc1F
40	3	2.5	0	13	COc1ccccc1NC(=O)COC(=O)c1ccc2c(=O)n3c(nc2c1)CCC3
41	-2	0.4	-8	-3	COc1ccccc1S(=O)(=O)N(C)C[C@@H]1Oc2ncc(-c3ccc(C)cc3)cc2C(=O)N([C@H](C)CO)C[C@@H]1C
42	-2	1.0	-5	-15	C[C@@H]1CN([C@H](C)CO)C(=O)CCCn2nncc2CO[C@H]1CN(C)C(=O)Cc1ccccc1
43	1	2.8	0	-6	O=C(O)c1ccc2c(c1)S(=O)(=O)c1cc(N3CCN(c4ncccn4)CC3)ccc1C2=O
44	-1	3.5	4	-6	COc1cc(-c2c(NC(=O)c3ccco3)oc3ccc(Cl)cc3c2=O)cc(OC)c1OC
45	0	3.2	8	-8	C[C@@H]1CN([C@@H](C)CO)C(=O)c2cc(Br)cnc2O[C@H]1CN(C)C(=O)c1cccc(F)c1
46	0	6.3	-2	7	C[C@H](NC(=O)c1ncn2c1C(=O)NC[C@@H]2C)c1ccccc1
47	-1	3.6	-3	8	O=C1CCN(CCCN2CCC(=O)N(Cc3ccccc3)C2=S)C(=S)N1Cc1ccccc1
48	-3	1.7	-4	4	O=C(NCCCn1cccn1)c1cc(COc2ccccc2)on1
49	2	2.6	-3	4	C[C@H](CO)N1C[C@H](C)[C@@H](CN(C)S(=O)(=O)c2cccc(C#N)c2)OCc2cn(nn2)CCCC1=O
50	-1	1.4	6	-7	CC1=C(C(=O)Nc2ccccc2C(=O)N2CCN(c3ccccc3)CC2)SCCO1
51	-3	3.5	-12	-1	[O-][N+](=Cc1ccccc1)CC1(O)CCCCC1
52	1	1.3	12	-4	Cc1ccccc1N1Cc2ccccc2C1=O
53	1	0.0	-8	-6	C[C@H](O)[C@@H]1C(=O)N2CCc3c([nH]c4ccccc34)[C@@H]2C[C@@H]1N(C)Cc1ccc(Cl)cc1
54	0	-0.4	-2	3	C#CCN(C[C@H]1[C@H](OC(=O)NCc2ccco2)[C@H](OC(=O)NCc2ccco2)C[C@H]2C(=O)N(c3ccccc3)C(=O)[C@@H]12)S(=O)(=O)c1ccc(C)cc1
55	2	1.9	-2	-1	O=[N+]([O-])c1ccc2oc(/C=C/c3ccc(O)cc3)nc2c1
56	-2	4.1	-7	-9	COc1ccccc1N(C)S(=O)(=O)c1ccc(C(=O)N(C)Cc2cccc(F)c2)cc1
57	-1	3.4	6	-2	COc1ccc(N2CC(C)(C)[C@H](CC(=O)Nc3ccccc3)C2=O)cc1
58	-6	4.2	6	0	Cc1cc(C)c(NC(=O)C2CCN(S(C)(=O)=O)CC2)c(C)c1
59	-1	3.6	0	7	O=C(c1ccc2ccccc2c1)c1cccc(F)c1C(=O)O
60	-1	1.5	-5	-7	CCCC#Cc1ccc2c(c1)O[C@H](CN(C)S(=O)(=O)c1cccc(OC)c1)[C@H](C)CN([C@H](C)CO)S2(=O)=O

Three entries out of the list above, ordered by their value in phage Ecoli inh, ascending:
no.	DAGLB inh	phage Ecoli inh	PKA-R2B activ	PKA-R1A activ	SMILES
52	1	1.3	12	-4	Cc1ccccc1N1Cc2ccccc2C1=O
19	2	1.6	-2	7	CCN1CCN(c2nc3c(c(=O)[nH]c(=O)n3C)n2Cc2cccc(C)c2)CC1
55	2	1.9	-2	-1	O=[N+]([O-])c1ccc2oc(/C=C/c3ccc(O)cc3)nc2c1

(list continues)
no.	DAGLB inh	phage Ecoli inh	PKA-R2B activ	PKA-R1A activ	SMILES
61	-4	4.1	-1	7	c1ccc(CNCc2ccc(CNCc3ccccc3)cc2)cc1
62	1	2.9	15	1	Cc1nn(C)cc1CN(C)C(=O)C1CCC(=O)N(CCc2cccc(F)c2)C1 (centres undefined)
63	2	1.5	-9	-7	CC(C)CC1C(=O)N(Cc2cn(Cc3ccco3)nn2)CCS(=O)(=O)N1Cc1ccc(-c2ccc(Cl)c(Cl)c2)cc1 (centres undefined)
64	-2	0.5	-8	-3	CC1=C(C#N)C(C)(C)C(C#N)=C(C)N1
65	-3	3.2	2	-4	Clc1nnc(NC2CCCCC2)c(Cl)c1Cl
66	-3	0.2	3	5	COC(=O)c1c(NC(=O)c2ccc(S(=O)(=O)N3CC(C)OC(C)C3)cc2)sc2c1CCN(C)C2 (centres undefined)
67	4	-0.2	1	-4	C[C@@H]1CN([C@@H](C)CO)C(=O)CCCn2nncc2CO[C@@H]1CN(C)S(=O)(=O)c1ccc(-n2cccn2)cc1
68	-5	4.6	-4	6	C[C@H](CO)N1C[C@H](C)[C@@H](CN(C)C(=O)c2cc(-c3ccccc3)on2)OCc2cn(nn2)CCCC1=O
69	1	-0.2	-7	-5	COc1ccc(CN2C(=O)C(CC(=O)NCC3CCCCC3)CC(C(=O)N(C)C)=C2C)cc1 (centres undefined)
70	-3	29*	-4	0	C=Cc1cnc([N+](=O)[O-])n1C
71	5	3.1	3	-5	C[C@@H]1CN([C@@H](C)CO)C(=O)c2cc(Br)cnc2O[C@H]1CN(C)Cc1cccc(C(=O)O)c1
72	0	3.1	2	-1	C[C@@H]1CN([C@H](C)CO)C(=O)c2cc(/C=C/c3ccccc3)cnc2O[C@H]1CN(C)C(=O)NC1CCCCC1
73	-1	1.6	11	3	CCC1Oc2ccccc2N(CC(=O)N2CC(C)CC(C)C2)C1=O (centres undefined)
74	-4	-0.1	-2	-4	C[C@H](CO)N1C[C@H](C)[C@@H](CN(C)S(=O)(=O)c2ccccc2)OCCCC[C@H](C)Oc2ccc(NC(=O)CCC(F)(F)F)cc2C1=O
75	2	4.2	0	-11	COc1ccc(S(=O)(=O)Nc2ccc3c(c2)C(=O)N([C@H](C)CO)C[C@H](C)[C@@H](CN(C)Cc2ccncc2)OCCCC[C@@H](C)O3)cc1
76	-2	3.9	-3	2	COc1ccccc1S(=O)(=O)N(C)C[C@H]1OCc2cn(nn2)CCCC(=O)N([C@@H](C)CO)C[C@@H]1C
77	-3	0.3	3	4	c1ccc(Sc2ccncc2)cc1
78	0	-3.6	1	0	COc1cccc(-c2ccc(NC(=O)C3CCCN(Cc4cccc(C)n4)C3)cc2)c1 (centres undefined)
79	-1	2.8	-3	-2	Cc1cc2c(cc1C)C(=O)CCC2
80	-1	0.3	-3	-5	Cc1ccc(-n2c(SCC(=O)NC3CCS(=O)(=O)C3)nc3ccccc3c2=O)c(C)c1 (centres undefined)
81	-2	0.9	1	-5	C[C@H]1CN([C@@H](C)CO)C(=O)c2cc(Br)cnc2O[C@H]1CN(C)C(=O)c1ccc2c(c1)OCO2

Grouped by structure: those above containing a Cl atom
no.	DAGLB inh	phage Ecoli inh	PKA-R2B activ	PKA-R1A activ	SMILES
2	-2	2.4	-3	6	Cc1c(C)c2cc(Cl)c(OCC(=O)Nc3ccccn3)cc2oc1=O
21	0	1.9	-6	7	CN1C(=O)CCS(=O)(=O)C1c1ccc(Cl)c(Cl)c1 (centres undefined)
27	-3	1.2	0	3	O=C(COC(=O)C1CCC1)Nc1cc(S(=O)(=O)N2CCOCC2)ccc1Cl
35	-4	2.2	-8	3	COCCN(C(=O)COC(=O)Cc1ccc(Cl)cc1)c1c(N)n(Cc2ccccc2)c(=O)[nH]c1=O
37	2	1.9	4	-4	O=C(NCC1CCCO1)c1ccc2c(c1)N(Cc1ccc(Cl)cc1)CCS2 (centres undefined)
44	-1	3.5	4	-6	COc1cc(-c2c(NC(=O)c3ccco3)oc3ccc(Cl)cc3c2=O)cc(OC)c1OC
53	1	0.0	-8	-6	C[C@H](O)[C@@H]1C(=O)N2CCc3c([nH]c4ccccc34)[C@@H]2C[C@@H]1N(C)Cc1ccc(Cl)cc1
63	2	1.5	-9	-7	CC(C)CC1C(=O)N(Cc2cn(Cc3ccco3)nn2)CCS(=O)(=O)N1Cc1ccc(-c2ccc(Cl)c(Cl)c2)cc1 (centres undefined)
65	-3	3.2	2	-4	Clc1nnc(NC2CCCCC2)c(Cl)c1Cl
